Screens from PubChem.
NCOA3 inh – inhibitors of human steroid receptor coactivator 3 (SRC3) | Q9Y6Q9 | HEK293 GAL4-SRC3 luciferase reporter, luminescence | inhibition, % at 3.6 µM | hit rate 0.17% among 360,000;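 active means inhibition above a per-campaign cutoff, the mean of all compounds plus 3 SD, cut at about 60% in these data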;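 further: 0% = DMSO-treated cells and 100% = gossypol-treated cells at 36 µM; higher means less SRC3-driven luciferase light from the GAL4 reporter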
COUP-TFII inh – NR2F2 (human) inhibition, primary screen. P24468. HEK293T NGFI-A luciferase reporter, luminescence. inhibition, % at 8.6 µM. hit rate 0.7% among 370,000. AID 686940;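 active means inhibition above a per-plate cutoff, mean inhibition of test wells between control levels plus 3 SD, cut at about 38% in these data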;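 further: cells cotransfected with COUP-TFII expression vector driving the NGFI-A reporter; 0% = median of COUP-TF2 test wells and 100% = reporter-only cells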
TROY NFkB inh – blocks TROY-dependent signaling in reporter cells; Q293 LMP1-TROYcd NF-kB luciferase reporter, 4 h; inhibition, % at 10 µM; hit rate 0.98% among 360,000;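 active means compounds whose plate-normalised and pattern-corrected inhibition of the luciferase reporter signal at the single screening dose is 50% or more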
SRC2 inh – inhibits human steroid receptor coactivator 2; Q15596; hit rate 0.17% among 370,000; HEK293 GAL4-SRC2 luciferase reporter, luminescence; AID 651957; inhibition, % at 9 µM;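 active means inhibition above the mean inhibition of all tested compounds plus 3 SD, set per campaign, cut at about 52% in these data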;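 further: 0% = DMSO treated cells and 100% = cells given Gossypol at 36 µM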
Target sequence (Q15596 whole entry, looked up, the tested form may be a part): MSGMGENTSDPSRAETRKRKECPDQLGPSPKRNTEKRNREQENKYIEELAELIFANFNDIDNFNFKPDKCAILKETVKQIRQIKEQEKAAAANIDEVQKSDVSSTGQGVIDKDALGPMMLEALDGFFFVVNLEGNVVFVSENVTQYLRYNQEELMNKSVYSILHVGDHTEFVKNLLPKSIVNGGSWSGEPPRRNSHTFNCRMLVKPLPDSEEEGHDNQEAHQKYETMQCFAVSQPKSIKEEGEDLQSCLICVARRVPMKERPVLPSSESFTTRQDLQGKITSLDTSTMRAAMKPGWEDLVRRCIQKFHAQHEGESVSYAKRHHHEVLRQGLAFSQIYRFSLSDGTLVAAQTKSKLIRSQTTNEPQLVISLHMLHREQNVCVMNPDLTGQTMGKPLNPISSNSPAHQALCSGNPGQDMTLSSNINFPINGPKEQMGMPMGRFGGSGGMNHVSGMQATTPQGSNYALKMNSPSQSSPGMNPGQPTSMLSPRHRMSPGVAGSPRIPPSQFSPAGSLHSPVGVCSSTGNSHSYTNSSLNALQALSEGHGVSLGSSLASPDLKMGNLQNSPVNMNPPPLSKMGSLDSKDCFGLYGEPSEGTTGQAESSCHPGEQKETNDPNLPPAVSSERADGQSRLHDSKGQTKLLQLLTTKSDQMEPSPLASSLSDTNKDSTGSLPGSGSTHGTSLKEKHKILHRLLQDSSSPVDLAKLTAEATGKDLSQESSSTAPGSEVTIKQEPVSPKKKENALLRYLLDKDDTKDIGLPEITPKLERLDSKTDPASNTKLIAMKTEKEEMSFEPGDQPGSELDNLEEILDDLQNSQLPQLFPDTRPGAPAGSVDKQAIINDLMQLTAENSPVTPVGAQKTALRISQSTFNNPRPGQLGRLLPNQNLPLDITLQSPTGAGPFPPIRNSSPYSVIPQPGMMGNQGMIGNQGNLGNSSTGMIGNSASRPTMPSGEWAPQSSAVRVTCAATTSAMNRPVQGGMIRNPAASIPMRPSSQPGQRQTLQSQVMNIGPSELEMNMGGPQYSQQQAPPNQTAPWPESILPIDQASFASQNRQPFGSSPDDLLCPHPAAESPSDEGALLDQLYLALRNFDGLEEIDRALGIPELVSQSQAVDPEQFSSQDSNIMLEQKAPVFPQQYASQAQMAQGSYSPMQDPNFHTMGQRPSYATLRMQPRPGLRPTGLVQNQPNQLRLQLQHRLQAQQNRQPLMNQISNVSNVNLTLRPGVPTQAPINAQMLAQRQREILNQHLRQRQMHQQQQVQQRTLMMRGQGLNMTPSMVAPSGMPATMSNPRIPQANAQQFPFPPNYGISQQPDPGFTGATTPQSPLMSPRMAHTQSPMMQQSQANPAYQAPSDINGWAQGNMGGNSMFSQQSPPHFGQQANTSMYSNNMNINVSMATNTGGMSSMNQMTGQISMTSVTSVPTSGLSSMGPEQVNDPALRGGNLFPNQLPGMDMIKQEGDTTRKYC
TWEAK Fn14 block – blocks TWEAK-Fn14 interaction in a reporter cell assay. TWEAK-stimulated Fn14 reporter cells, luciferase luminescence, 8 h. hit rate 2% among 360,000. inhibition, % at 10 µM; in the data active means inhibition above about 50%
TRAIL sens C8 – caspase-8 TRAIL sensitization; NB7+C8 cells + TRAIL, ATPlite viability luminescence; inhibition (viability loss, TRAIL sensitization), % at 10 µM; hit rate 1% among 360,000;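 active means compounds causing at least 50% loss of cell viability in the single-dose screen, relative to plate controls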
NR5A2 inv ag – inverse agonists of human LRH-1 (NR5A2) | HEK293T StAR-luciferase reporter, LRH-1 transfected, 24 h | O00482 | inhibition, % at 3.6 µM | hit rate 0.13% among 360,000;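 active means inhibition above the mean inhibition of all tested compounds plus 3 SD, cut at about 73% in these data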;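 further: 0% = DMSO wells and 100% = reporter-only cells lacking LRH-1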
CF NFkB inh – inhibitors of cystic fibrosis induced NF-kB; inhibition, % at 5 µM; KKLEB NF-kB-GFP reporter, PAF-induced, GFP fluorescence overnight; hit rate 0.86% among 360,000;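 active means at least 50% inhibition at 5 µM, scaled per plate between neutral and stimulator controls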;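 further: PAF is a Pseudomonas aeruginosa culture filtrate used as stimulus; plate controls were PAF-stimulated DMSO wells for no effect and unstimulated DMSO wells for full effect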
KKLEB tox – reduces viability of KKLEB cystic fibrosis airway cells; hit rate 0.36% among 360,000; AID 602141; KKLEB CF airway cells viability, ATPlite luminescence, overnight; active compounds read low; cells stimulated with P. aeruginosa culture filtrate; activity change (cytotoxicity), % at 5 µM;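 active means corrected activity change at or below -50% at 5 µM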
EBV LMP1 NFkB – inhibitors of Epstein-Barr LMP1-induced NF-kappaB reporter. LMP1-induced NF-kappaB luciferase reporter cells, luminescence. inhibition, % at 12.5 µM. hit rate 0.69% among 350,000; in the data active means inhibition above about 41%;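 further: 0% = neutral control wells and 100% = reference inhibitor control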
NCOA1 inh – inhibits human SRC1 coactivator; Q15788; HEK293 GAL4-SRC1 luciferase reporter, luminescence; inhibition, % at 3.6 µM; hit rate 0.12% among 360,000; AID 588354;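 active means inhibition above the campaign mean plus 3 SD, with each screening campaign given its own cutoff, cut at about 60% in these data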;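 further: 0% = DMSO treated cells and 100% = gossypol at 36 µM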
Active calls of the source: *; x = not tested or not shown.

SMILES	NCOA3 inh	COUP-TFII inh	TROY NFkB inh	SRC2 inh	TWEAK Fn14 block	TRAIL sens C8	NR5A2 inv ag	CF NFkB inh	KKLEB tox	EBV LMP1 NFkB	NCOA1 inh
Cc1ccc[n+](-c2nc3ccccc3nc2[N-]S(=O)(=O)c2ccccc2)c1	10.1	-2.9	-2.5	14.0	4.5	6.1	-9.4	0.0	22.8	-0.1	-11.0
COC(=O)c1sc2ccccc2c1-n1cccc1C(=O)C(=O)Nc1ccc(F)cc1	-3.6	-2.9	-16.2	-29.1	8.7	2.8	0.9	-5.1	13.7	-3.8	1.5
CC(=O)c1cccc(NC(=O)N2CCCC(C(=O)c3cc(F)ccc3F)C2)c1 (stereo unspecified)	1.9	10.9	-7.6	14.7	-6.3	-8.2	-17.6	-3.3	3.3	1.9	-21.9
CCN1C/C(=N\S(=O)(=O)/N=C2\CN(CC)C(=O)N2CC)N(CC)C1=O	15.9	1.2	-0.2	19.5	-8.7	-0.2	-8.2	-0.2	-8.7	-0.6	3.0
Cc1c(N=C2SCC(=O)N2/N=C/c2ccccc2)c(=O)n(-c2ccccc2)n1C	12.1	-26.6	-7.0	9.9	5.2	-4.3	13.8	-0.3	2.0	12.4	-6.9
CN(C)CCOC(C1CCCCC1)C1CCCCC1	3.2	-11.6	-9.7	1.0	-25.6	1.0	14.1	5.7	-3.6	-11.5	-4.8
Cc1ccc(NC(=O)C2CCCN(c3ncnc4c3nc3n4CCCCC3)C2)cc1Cl (stereo unspecified)	-15.2	10.4	31.4	5.9	13.6	1.1	-0.7	5.4	-0.2	12.6	8.9
CCOC(=O)C1CCCN(C(=O)c2cc3cc4ccc(OC)cc4nc3o2)C1 (stereo unspecified)	6.2	x	-26.5	x	-12.7	-9.8	-1.9	-3.1	24.5	1.3	-0.3
COc1ccc(-c2cnc3c(NC=O)cc(-c4ccc(C(=O)N5CCOCC5)cc4)cn23)cc1OC	-18.4	-3.0	13.6	-6.5	-16.4	15.8	-10.4	57.2*	-34.6	x	1.1
COc1ccc(C2=NNC(=Nc3cc(S(=O)(=O)N(C)C)ccc3C)SC2)c(OC)c1	10.8	-4.0	14.0	16.6	29.8	6.0	16.7	13.9	3.7	-3.4	10.5
COC(=O)c1cc(OC)c(OC)cc1NC(=O)Nc1ccccc1OC	-3.3	2.4	-4.2	-6.2	0.3	-4.3	-3.3	-1.6	19.1	0.4	-17.9
C#CCSc1nc2sc3c(c2c(=O)n1C)CCC3	13.1	1.2	-21.9	-4.3	2.3	9.3	-4.7	-0.2	-9.1	3.6	6.0
CCCc1n(CC(O)COCc2ccccc2)c2ccccc2[n+]1C (stereo unspecified)	7.0	-0.2	-1.4	9.6	-3.0	2.7	6.6	6.3	-9.8	-5.3	-25.1
CC1(C)N=C(SCC(=O)Nc2ccc(Cl)cc2Cl)C(c2ccccc2)=N1	5.2	-1.8	17.3	-18.0	1.1	8.5	1.8	-12.6	4.4	-1.6	10.7
O=C(CSc1nc(-c2ccccc2)cc(C(F)(F)F)n1)NCc1ccco1	10.8	-2.2	-24.4	4.3	10.3	-6.0	-18.1	-1.1	9.0	2.5	5.7

Sorted by molar mass (falling): part of the list above.
SMILES	NCOA3 inh	COUP-TFII inh	TROY NFkB inh	SRC2 inh	TWEAK Fn14 block	TRAIL sens C8	NR5A2 inv ag	CF NFkB inh	KKLEB tox	EBV LMP1 NFkB	NCOA1 inh
COc1ccc(C2=NNC(=Nc3cc(S(=O)(=O)N(C)C)ccc3C)SC2)c(OC)c1	10.8	-4.0	14.0	16.6	29.8	6.0	16.7	13.9	3.7	-3.4	10.5
Cc1c(N=C2SCC(=O)N2/N=C/c2ccccc2)c(=O)n(-c2ccccc2)n1C	12.1	-26.6	-7.0	9.9	5.2	-4.3	13.8	-0.3	2.0	12.4	-6.9
CC(=O)c1cccc(NC(=O)N2CCCC(C(=O)c3cc(F)ccc3F)C2)c1 (stereo unspecified)	1.9	10.9	-7.6	14.7	-6.3	-8.2	-17.6	-3.3	3.3	1.9	-21.9
CCOC(=O)C1CCCN(C(=O)c2cc3cc4ccc(OC)cc4nc3o2)C1 (stereo unspecified)	6.2	x	-26.5	x	-12.7	-9.8	-1.9	-3.1	24.5	1.3	-0.3
CCCc1n(CC(O)COCc2ccccc2)c2ccccc2[n+]1C (stereo unspecified)	7.0	-0.2	-1.4	9.6	-3.0	2.7	6.6	6.3	-9.8	-5.3	-25.1

Two entries picked at random from those above, as already listed:
SMILES	NCOA3 inh	COUP-TFII inh	TROY NFkB inh	SRC2 inh	TWEAK Fn14 block	TRAIL sens C8	NR5A2 inv ag	CF NFkB inh	KKLEB tox	EBV LMP1 NFkB	NCOA1 inh
Cc1c(N=C2SCC(=O)N2/N=C/c2ccccc2)c(=O)n(-c2ccccc2)n1C	12.1	-26.6	-7.0	9.9	5.2	-4.3	13.8	-0.3	2.0	12.4	-6.9
COc1ccc(-c2cnc3c(NC=O)cc(-c4ccc(C(=O)N5CCOCC5)cc4)cn23)cc1OC	-18.4	-3.0	13.6	-6.5	-16.4	15.8	-10.4	57.2*	-34.6	x	1.1

(next part)
SMILES	NCOA3 inh	COUP-TFII inh	TROY NFkB inh	SRC2 inh	TWEAK Fn14 block	TRAIL sens C8	NR5A2 inv ag	CF NFkB inh	KKLEB tox	EBV LMP1 NFkB	NCOA1 inh
CCC(=O)N(Cc1cc2ccccc2[nH]c1=O)c1ccccc1OC	-8.0	1.3	12.6	7.1	5.9	-12.7	-4.5	-12.3	3.6	2.8	-7.0
CC(C)c1ccc2[nH]c3nc(SCC(=O)NC4CC4)nnc3c2c1	10.3	10.3	-21.0	1.8	-9.1	7.3	-10.2	-22.9	-3.3	0.1	1.0
Cc1cc(Nc2ccccc2)nc2cc(O)ccc12	-33.8	-25.9	-45.7	-21.1	-39.0	-5.5	-16.4	-24.3	-8.5	0.1	-8.8
O=C(NC1=NCCS1)c1ccccc1Cl	-10.3	-41.8	-29.1	5.1	-9.9	-9.8	-38.4	-10.8	1.5	8.9	-34.7
CC12CCC(=O)N1C(C(=O)NCCN1C(=O)S/C(=C\c3ccccc3Cl)C1=O)CS2 (stereo unspecified)	12.9	14.8	-24.9	0.9	-9.4	4.9	16.8	-2.8	-5.6	-2.7	-18.7
Cc1ccccc1NC(=O)CC1SC(=O)N(c2ccccc2)C1=O (stereo unspecified)	-31.7	-33.6	-13.6	-7.3	-2.7	-2.2	-23.5	2.0	-1.9	-0.1	-25.4
c1ccc(-c2nnc(N3CCN(c4ccccc4)CC3)nc2-c2ccccc2)cc1	20.4	15.4	11.9	-47.0	-11.1	8.5	0.2	4.3	0.6	x	-6.2
CC1CCN(CCn2c(=S)[nH]c3ccccc3c2=O)CC1	-13.8	3.7	4.3	-10.8	-0.3	4.2	1.6	-21.5	4.6	3.4	3.4
